# HSF1 inh – HSF1 inhibitors in luciferase reporter cells, primary screen, cell-based, NIH3T3, luminescence; NIH3T3-HGL HSE-luciferase, MG132-induced, luminescence 8 h; stronger effect = lower value; activity change, negative = inhibition, % at 7.5 µM (by protocol); hit rate 0.77% among 300,000;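 active means more than half of replicate wells show activity change below -50%, luminescence cut by over half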;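 further: luciferase reports HSF-1 transcriptional activity via heat shock element; 0% = median of DMSO wells and -100% = zero luminescence signal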
# AI-2 QS modul – Vibrio harveyi AI-2 quorum sensing modulators, primary screen, JMH597 strain, luminescence/OD600 ratio | activity change, % at 7.5 µM | Vibrio harveyi JMH597 AI-2 luminescence/OD600 ratio, 9 h; stronger effect = lower value; strain lacks LuxN and CqsS sensors; 0 = neutral-control median | hit rate 0.4% among 300,000; in the data active means activity change below about -75%, passing the limit was not always enough;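 further: luminescence divided by OD600 gain over 9 h not by final OD600 alone; inactives centre near 13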
# KLF5 inh – KLF5 expression inhibitors, primary screen, DLD-1 cells, luminescence | DLD-1 KLF5 promoter-luciferase reporter | inhibition, % at 5 µM | hit rate 0.23% among 290,000;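 active means inhibition above a per-plate limit of that plate's mean compound inhibition plus 3 SD, cut at about 60% in these data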;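 further: 0% = DMSO wells and 100% = LY294002 at 200 µM; higher means less KLF5 promoter-driven luciferase light; inactives centre near -14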
# SKKanGAS inh – S. pyogenes SKKanGAS growth inhibitors in kanamycin, primary screen, streptokinase expression inhibitor project, SKKanGAS strain, BacTiter-Glo luminescence; 6 h; inhibition, % at 7.5 µM; hit rate 1.3% among 300,000;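 active means mean replicate score, as percent of positive control median, at least 50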;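 further: strain carries kanamycin resistance gene driven by streptokinase promoter and grows in 40 µg/ml kanamycin; loss of luminescence reflects streptokinase promoter inhibition or plain growth inhibition; 0% = median of DMSO wells and 100% = positive control at its reference dose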
# IEC-6 cytotox – cytotoxicity in IEC-6 intestinal epithelial cells, primary screen, cytotoxicity control for KLF5 inhibitor project, cell-based, luminescence | IEC-6 cytotoxicity, luminescence viability | inhibition, % at 5 µM | hit rate 0.78% among 290,000 | AID 1825, 2009; in the data active means inhibition above about 22%;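 further: 0% = plate median of test compound wells and 100% = cytotoxic reference compound wells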
# HIF activator – HIF pathway transcriptional activators, primary screen, cell-based, U2OS HRE-luciferase, luminescence; U2OS HRE-luciferase reporter; normalized: DMSO 0%, desferrioxamine 100%; activation, % at 7.5 µM (by protocol); hit rate 0.32% among 300,000;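 active means mean activation of at least 10% of the iron chelator positive control signal, with at least half of replicates also reaching 10%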
# Platelet DG rel – inhibitors of platelet dense granule secretion, primary screen, cell-based, MLPCN, human platelets; human platelet-rich plasma, SFLLRN dense granule ATP release, luminescence; inhibition, %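 (compounds screened at 7.5 µM in platelet-rich plasma)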; hit rate 0.22% among 300,000; AID 1663, 2009;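 active means mean replicate score, as percent of positive control, at or above 50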
# aSyn 5UTR inh – MLPCN primary screen, SNCA 5' untranslated region; alpha-synuclein 5'UTR reporter, inhibitor activity; AID 1813, 2009; hit rate 0.82% among 300,000; inhibition, % (tested at 7.5 µM); in the data active means inhibition above about 60%;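 further: H4 neuroglioblastoma cells stably carrying SNCA 5'UTR luciferase fusion; 0% = DMSO wells and 100% = positive control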
# HSF1 activator – HSF-1 activators, primary screen, NIH3T3-HGL cells, MG132 stress, luminescence, single point; NIH3T3-HGL HSF-1 luciferase reporter, 8 h; 100% = twice DMSO control signal; activation, % at 9 µM; hit rate 1.7% among 300,000;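 active means mean replicate activation of at least 50% with a set share of replicates each reaching 50%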;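 further: 0% = median of the neutral control wells and 100% = twice that signal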
# HSP90 inh – HSP90 inhibitors, primary screen, cell lysate, luminescence | inhibition, % at 5.6 µM | Heat shock protein HSP 90 (rabbit reticulocyte lysate; luciferase refolding) | Rabbit reticulocyte lysate, luciferase refolding luminescence, 3 h | hit rate 0.91% among 290,000;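 active means inhibition above the screen-wide mean plus 3 SD, computed separately per campaign, cut at about 16% in these data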;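 further: 0% = DMSO wells and 100% = 60 µM geldanamycin wells; inhibitors lower the luminescence because luciferase stays unfolded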
# * marks the source's active call; other numbers are inactive results; . = not tested or not shown.
SMILES,HSF1 inh,AI-2 QS modul,KLF5 inh,SKKanGAS inh,IEC-6 cytotox,HIF activator,Platelet DG rel,aSyn 5UTR inh,HSF1 activator,HSP90 inh
O=C(NCc1ccc2c(c1)OCO2)c1cc(=O)[nH]c2ccccc12,-5,24,13,0,3,-0.9,1,-7,-7,6
Cn1c(=O)c2cc3ccccc3nc2n(C)c1=O,-8,4,-34,-7,-7,-0.3,14,0,10,-1
CC1CCN(c2c(NCC3CCC(C(=O)N4CCCCC4)CC3)c(=O)c2=O)CC1 (stereo unspecified),-2,12,0,5,8,-0.3,10,-1,-6,1
O=C(O)c1ccc2c(c1)C(=O)N(CCc1c[nH]c3ccccc13)C2=O,12,16,-151,6,3,1.1,3,-61,19,0
CCOC(=O)c1cc(C)n(-n2cnnc2)c1C,-1,18,-35,7,-3,-0.2,2,-2,3,2
CC(=O)c1ccc(NC(=O)NC2CC(=O)N(c3ccc4c(c3)OCCO4)C2)cc1 (stereo unspecified),-6,9,.,3,.,2.4,7,14,-1,.
O=C(Nc1cccc(S(=O)(=O)C(F)F)c1)c1ccc(Cl)c(S(=O)(=O)N2CCOCC2)c1,-11,22,5,-6,3,-0.2,-1,15,4,2
Cc1nc2ccccc2n1Cc1ccc(Cl)cc1,3,3,-12,0,5,0.6,-3,-6,-16,-2
O=C(Cc1cccs1)NCCc1csc(-c2ccccc2)n1,4,19,-7,7,4,-0.1,0,26,-18,-4
COc1ccc(C(=O)N2CCC(C(=O)N3CCN(c4ccc(OC)cc4)CC3)CC2)cc1,-1,.,18,8,2,-1.2,4,2,4,1
CS(=O)(=O)c1ccc(C(=O)Nc2ccc(N3CCCC3)cc2)c(Cl)c1,0,13,-11,-4,8,0.2,2,5,7,-2
COCCCNC(=O)CC(NCCCOC)C(=O)O (stereo unspecified),-12,9,-10,-13,6,-0.3,12,3,1,1
CCC(C(=O)Nc1ncc(C)s1)c1ccccc1 (stereo unspecified),1,17,23,-2,-1,-0.1,5,1,16,1
CCOc1cc(-c2nc3n(c(=O)c2C#N)CCS3)ccc1O,-1,25,-25,1,-4,0.6,4,-2,-7,-2
CC(C)c1ccc2c(c1)[C@H]1OCC[C@H]1[C@@H](c1cccs1)N2,74,16,8,-1,26*,1.4,-1,14,122*,-5
COc1ccc2nc(Nc3nc4cc5c(cc4s3)OCCO5)sc2c1,4,15,-59,20,-3,1.4,19,-103,47,-1
O=C(CN1C(=O)CSc2ccc(S(=O)(=O)N3CCCCC3)cc21)NCc1ccccc1Cl,6,9,-2,-2,1,0.6,4,4,16,2
CCc1nnc(NC(=O)CCN2C(=O)/C(=C/c3cc(OC)c(OC)c(OC)c3)SC2=S)s1,-2,-8,-8,-6,-3,0.1,-2,-1,17,5
Cc1c(O)ccc(C(=O)CN2CCN(c3ccc(F)cc3)CC2)c1O,1,7,-11,3,1,-0.5,13,-7,21,6
CC(=O)Nc1sc2c(c1C(c1ccc(Cl)cc1)N1CCOCC1)CCCC2 (stereo unspecified),19,14,-9,34,3,1.6,-3,4,31,-4
Cc1cccc(C(=O)O/N=C(\N)c2ccccn2)c1,-49,23,-15,2,0,-3.9,26,70*,-52,61*
S=c1[nH]nc(-c2ccccn2)n1/N=C/c1cccs1,-2,27,-25,-3,-3,0.4,-45,8,3,-4
CCC1CCCCN1CCCNC(=O)CN1C(=O)CSc2ccc(S(=O)(=O)N3CCC(C)CC3)cc21 (stereo unspecified),0,-15,16,0,-1,-0.2,-4,5,23,1
C=CCN1CCN(C(=O)c2oc3ccccc3c2C)CC1,-2,21,-34,-2,5,-1.3,-7,-37,11,-3
CC(=O)O/N=C/c1c(NCc2ccccc2)nc2c(C)cccn2c1=O,-10,16,-14,2,6,-2.0,3,11,15,6
CN(C)c1ccc(/C=N/N2CCN(c3ccccn3)CC2)cc1,28,15,-42,4,2,1.9,21,-126,49,-4
CN(C)c1nc(SCc2ccc(Cl)cc2)nc2c1CCCC2,0,24,1,18,-8,-0.2,2,21,5,0
O=C(Nc1nnc(-c2cccs2)o1)c1cccc(C(F)(F)F)c1,-2,47,-7,92*,5,0.0,24,56,-13,3
COc1cc(C=O)ccc1OCC(=O)Nc1ccccc1N1CCOCC1,-2,12,-25,9,0,-0.4,-1,18,-7,-6
Cc1nc2ccc(Br)cn2c1C(=O)N/N=C\c1ccccc1Cl,3,-1,-23,3,4,0.9,-3,-31,26,-2

# Part of the list above with just HSF1 inh, SKKanGAS inh and HSP90 inh:
structure,HSF1 inh,SKKanGAS inh,HSP90 inh
S=c1[nH]nc(-c2ccccn2)n1/N=C/c1cccs1,-2,-3,-4
CC(=O)O/N=C/c1c(NCc2ccccc2)nc2c(C)cccn2c1=O,-10,2,6
CN(C)c1ccc(/C=N/N2CCN(c3ccccn3)CC2)cc1,28,4,-4
C=CCN1CCN(C(=O)c2oc3ccccc3c2C)CC1,-2,-2,-3

# The list continues:
SMILES,HSF1 inh,AI-2 QS modul,KLF5 inh,SKKanGAS inh,IEC-6 cytotox,HIF activator,Platelet DG rel,aSyn 5UTR inh,HSF1 activator,HSP90 inh
O=C(Nc1nnc(C2=COCCO2)o1)c1cccc([N+](=O)[O-])c1,-7,23,-25,1,8,-0.3,11,-8,-8,-3
COc1ccc(Nc2nc(N)nc(CSc3nncn3C)n2)cc1,-3,24,-60,-2,-3,0.5,2,-11,-7,-3
CC(NC(=O)c1cc(S(=O)(=O)N(C)C)ccc1Cl)c1ccc(-n2ccnc2)cc1 (stereo unspecified),-3,18,-24,4,0,-0.6,9,1,27,-3
COc1cccc(C2=NOC(C(=O)Nc3cc(C)on3)C2)c1OC (stereo unspecified),-2,22,-15,-9,-2,-0.5,1,-7,-2,3
O=C(CSc1ccc(-c2ccccc2)nn1)c1cccs1,13,30,-63,-6,-2,6.9,0,-94,27,-2
CC(C)(C)OC(=O)N1CCN(c2ccc(NC(=O)c3ccco3)cc2)CC1,1,9,12,-2,3,-0.4,-2,9,-4,4
NC(=O)NC(=O)CN1C(=O)NC2(CCOc3ccccc32)C1=O (stereo unspecified),-3,38,-19,6,0,-0.1,17,1,8,-2
CCNC(=O)Nc1ccc(-n2nc(C)c(C(=O)OCC)c2C)nc1,0,20,-30,17,-3,0.6,-3,0,11,3
CCN(C(=O)COC(=O)/C(=C/c1ccccc1)n1nnnc1C)C1CCCCC1,5,9,.,-7,.,-3.3,2,-39,19,.
O=C(/C=C/c1ccc(F)cc1)NC(=S)Nc1ccccc1,9,47,-42,-1,-2,1.7,3,0,20,-3
CC(=O)c1csc(-c2ccccc2)n1,-8,38,-19,-7,-3,0.5,-1,-34,2,4
COCCn1c(SCC(=O)Nc2ccccc2OC)nc2c(oc3ccccc32)c1=O,10,1,-5,4,6,0.1,-3,17,3,6
CC1CC(C)CN(S(=O)(=O)c2ccc3c(c2)NC(=O)C(C)C(=O)N3)C1 (stereo unspecified),-2,25,-17,-3,-6,0.2,1,1,-10,-2
Cc1nn(C)c(Oc2ccccc2)c1CCNC(=O)CCl,3,8,-12,-3,-1,-0.7,3,-40,-3,1
CC(C)(C)n1cnnc1Sc1ccc([N+](=O)[O-])cn1,0,26,-32,17,-10,0.2,-9,-30,1,-3
CNC(=S)N1CCc2sccc2C1C (stereo unspecified),5,-4,-43,1,-2,-0.8,3,8,16,0
COc1ccc(N2CCN(C(=O)C3CCCN(S(=O)(=O)c4ccc(C)cc4)C3)CC2)cc1 (stereo unspecified),12,24,3,0,1,0.0,-7,3,15,-3
CC(OC(=O)Cc1n[nH]c(=O)c2ccccc12)C(=O)Nc1ccc(Cl)cn1 (stereo unspecified),-6,10,-3,68*,4,-0.6,3,24,-4,0
CN(CCCNC(=O)c1cccc(N2CCCC2=O)c1)c1ccccc1,-2,10,-13,-1,0,-0.3,-10,13,-18,0
Cc1ccc(-c2cccc(OC(=O)c3ccccc3F)c2)cc1,-1,9,-15,-3,0,0.0,18,-32,-1,-2
OC(CN1C2=NCCCN2c2ccccc21)c1ccc(Cl)cc1 (stereo unspecified),0,58,-23,-3,3,.,0,6,1,5
Cc1[nH]nc2c1C1(CCN(C(=O)c3ccccc3)CC1)C(C#N)=C(N)O2,-10,19,10,-2,1,0.2,3,12,2,3
Clc1ccc2c(c1)-c1nnc(Br)n1-c1ccccc1S2,1,.,-55,19,1,-0.2,-1,16,3,0
COCCCN1CN=C(Nc2nc3ccccc3o2)NC1,-1,2,-39,-4,-6,2.2,9,-82,6,-3
COC(=O)CN1C(=O)N/C(=C/c2ccc(OC)c(C)c2OC)C1=O,-2,18,-26,-4,3,0.0,7,-9,-6,0
O=C(NC(=S)Nc1cccc2c(O)cccc12)c1ccccc1[N+](=O)[O-],-18,22,-55,7,3,-1.0,1,18,-22,35*
CCOC(=O)c1c(NC=O)sc2c1CCC2,-19,16,-33,-12,-2,-0.6,-4,-8,-4,1
Cn1c(=O)c2[nH]c(-c3ccccc3)c(O)c2n(C)c1=O,0,3,-11,-11,-1,0.2,5,-18,-3,5
CSc1nc(-c2ccccc2)nc(C(Cl)Cl)n1,56,14,-14,1,12,0.3,15,114*,85*,-4
NC(=O)CC(NC(=O)Cc1ccc(Br)cc1)c1ccc(N2CCC(Br)CC2)c([N+](=O)[O-])c1 (stereo unspecified),5,-2,.,8,.,-0.3,0,30,-12,.
CCCCCCCC1CC(CSC(=N)N)OC1=O (stereo unspecified),6,19,-60,1,4,0.5,-11,-24,11,2
Cc1c(C(=O)N2CCCCCC2)c(S(=O)(=O)Nc2ccccc2F)c(C)n1C,-3,7,6,-5,-1,-0.4,2,-4,-19,6
CCCOc1cccc(NC(=O)c2c(-c3ccccc3)noc2C)c1,16,10,-22,-6,-3,-0.4,-5,-5,5,-1
CC1CC(C(F)F)n2nc(C(=O)O)cc2N1 (stereo unspecified),1,22,-23,0,-8,-0.4,-6,25,-10,-2
CCS(=O)(=O)N1CCC(C(=O)Oc2ccccc2Br)CC1,-3,9,-17,-3,-1,-0.1,-25,-8,-4,0
Cc1ccc(Cl)cc1N1CCN(S(=O)(=O)c2c(C)[nH]c(=O)[nH]c2=O)CC1,-8,27,-9,-5,4,0.4,1,9,-11,2
Cc1cccc(N2CCN(C(=O)Cc3ccc(Br)cc3)CC2)c1C,20,15,-47,27,0,0.0,-22,-32,13,-1
OC(COCc1ccccc1)Cn1cnc2ccccc21 (stereo unspecified),-4,21,6,-2,-4,0.5,-5,28,0,0
CN(C)C(=O)c1cccn1-c1ncc(C(F)(F)F)cc1Cl,3,2,-4,-5,2,0.7,10,6,17,2
Cc1onc(-c2ccccc2)c1C(=O)NNC(=S)NC(=O)/C=C/c1ccccc1,-1,32,-8,51*,0,-0.1,-20,20,3,1

# Bioassay records: PubChem BioAssay, several laboratories

# No enrichment for hits, and some 6% of all compounds hit somewhere here.
